Rab2 wt GTP: modulators of GTP binding to Rab2A wildtype, primary screen, biochemical, dog, bead-based flow cytometry, multiplex; Ras-related protein Rab-2A (Canis lupus familiaris), P61105; GST-Rab2 wt beads, Bodipy-GTP binding; AID 760, 2007; GTP binding activity, % at 10 µM; actives 0.19% (n = 190,000);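 active means GTP binding activity at least 20 points away from 100%, either lowered or raised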;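 further: 0% = beads with excess unlabeled GTP and 100% = no-compound control corrected for plate trend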
Rac1 wt GTP bind: wildtype Rac1 GTP binding modulators, primary screen, biochemical, GST-Rac1 beads, flow cytometry, multiplex; fluorescent GTP binding; actives lie on both sides; 0 = cold GTP competed, 100 = untreated; GTP binding activity (% of control), % at 10 µM; actives 0.27% (n = 190,000);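 active means GTP binding activity at least 20 points away from the 100% control level, either lower or higher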
Pf gametocyte: late stage P. falciparum gametocyte viability inhibitors, primary screen, ATP luminescence, HTS; P. falciparum stage V gametocytes, 24 h; inhibition, % at 10.9 µM; actives 0.065% (n = 150,000); AID 743093, 2013;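 active means inhibition above the mean plus 3 SD of compounds within the control limits, set per campaign, cut at about 38% in these data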;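 further: 0% = DMSO wells and 100% = medium only without gametocytes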
Rab7 wt modul: modulators of GTP binding to Rab7, primary screen, biochemical, wildtype, multiplex bead flow cytometry. actives 0.055% (n = 190,000). AID 758, 2007. GST-Rab7 beads, fluorescent GTP binding; actives lie on both sides; untreated = 100%, excess cold GTP = 0%. GTP binding activity (percent of control), % at 10 µM;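 active means fluorescent GTP binding to Rab7 beads changed by at least 20 points from the 100% baseline, either direction, mostly lower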;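 further: median green fluorescence of bound Bodipy-FL-GTP per Rab7 bead population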
RGS8-Gao reg: RGS8-Galphao binding modulators, primary screen, biochemical, multiplexed bead flow cytometry; actives lie on both sides; actives 0.34% (n = 220,000); Guanine nucleotide-binding protein G(o) subunit alpha (Homo sapiens), P09471; response (percent of control binding), % at 10 µM; in the data active means response below about 60% or above about 140%; inactive means in between;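 further: Galphao activated as the GDP aluminium fluoride complex binding bead-coupled RGS8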
Rac1 act GTP bind: GTP binding modulators of activated mutant Rac1, primary screen, biochemical, bead-based flow cytometry, multiplex, fluorescent GTP; Ras-related C3 botulinum toxin substrate 1 (Homo sapiens), P63000; GST-Rac1 activated beads; actives lie on both sides; 100% means binding = to untreated wells; percent activity (GTP binding), % at 10 µM; actives 0.11% (n = 190,000); AID 764, 2007;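 active means GTP binding at least 20 percentage points away from the 100% baseline, in either direction, so actives lie on both sides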
HRas wt GTP: modulators of GTP binding to HRas wildtype, primary screen, biochemical, bead-based flow cytometry, multiplex. GTPase HRas (Homo sapiens), P01112. GST-Ras wt beads, Bodipy-FL-GTP binding; actives lie on both sides. GTP binding activity, % at 10 µM. actives 0.14% (n = 190,000);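 active means GTP binding activity at least 20% away from the 100% baseline, either lowered as inhibitor or raised as activator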;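 further: 0% = unlabeled GTP competition control and 100% = no-compound control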
Target sequence (P01112 whole entry, looked up): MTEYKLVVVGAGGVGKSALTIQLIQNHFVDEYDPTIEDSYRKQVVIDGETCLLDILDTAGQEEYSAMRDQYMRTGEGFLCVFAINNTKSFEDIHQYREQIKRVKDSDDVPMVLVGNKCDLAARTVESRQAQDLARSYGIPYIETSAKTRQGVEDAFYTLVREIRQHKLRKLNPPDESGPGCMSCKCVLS
Bim-Mcl-1: inhibitors of Bim peptide binding to Mcl-1, primary screen, biochemical, bead-based flow cytometry, multiplex | Bim peptide-Mcl-1 binding | inhibition, % at 10 µM | actives 0.1% (n = 190,000); in the data active means inhibition above about 40%;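 further: 0% = no compound tracer wells and 100% = peptide blocker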
Target sequence (Q07820 whole entry, looked up): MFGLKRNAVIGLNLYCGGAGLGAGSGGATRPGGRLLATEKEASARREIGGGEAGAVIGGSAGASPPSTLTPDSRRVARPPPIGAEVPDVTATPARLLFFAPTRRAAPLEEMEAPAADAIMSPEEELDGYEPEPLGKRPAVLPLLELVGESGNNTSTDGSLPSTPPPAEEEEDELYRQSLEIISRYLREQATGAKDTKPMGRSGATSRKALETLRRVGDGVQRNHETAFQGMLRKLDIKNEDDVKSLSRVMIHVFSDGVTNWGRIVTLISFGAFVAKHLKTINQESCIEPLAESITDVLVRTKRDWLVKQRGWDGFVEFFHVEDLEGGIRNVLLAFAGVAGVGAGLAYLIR
Cdc42 wt GTP: modulators of GTP binding to wildtype Cdc42, primary screen, biochemical, multiplex bead flow cytometry, Bodipy-GTP; GST-Cdc42 beads; actives lie on both sides; AID 761, 2007; percent activity (GTP binding), % at 10 µM; actives 0.2% (n = 190,000); Cell division control protein 42 homolog (Homo sapiens), P60953;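 active means percent activity GTP binding at least 20 points away from the 100% baseline, either down as inhibitor or up as activator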;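 further: median bead fluorescence of bound Bodipy-FL-GTP at 100 nM; 0% = excess unlabeled GTP control and 100% = no compound control; below 100% means less GTP binding so inhibitor and above means activator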
Target sequence (P60953 whole entry, looked up): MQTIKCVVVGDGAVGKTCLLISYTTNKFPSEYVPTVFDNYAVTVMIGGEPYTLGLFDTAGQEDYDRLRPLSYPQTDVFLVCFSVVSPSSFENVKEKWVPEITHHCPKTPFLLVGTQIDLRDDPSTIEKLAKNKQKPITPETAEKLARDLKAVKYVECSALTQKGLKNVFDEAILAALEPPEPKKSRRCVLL
Mcl1 Noxa PPI: Mcl-1/Noxa binding inhibitors, primary screen, biochemical, TR-FRET, 1536-well; TR-FRET Mcl-1/Noxa peptide binding, 2 h; inhibition, % at 21.7 µM; actives 1.5% (n = 220,000);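 active means compounds that cut the protein-peptide binding signal by more than 50% relative to plate controls in a single-dose test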;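 further: His-tagged Mcl-1 with rhodamine Noxa BH3 peptide and terbium anti-His antibody; 0% = Mcl-1 plus Noxa peptide wells and 100% = peptide-only wells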
Mcl1 Bid PPI: Mcl-1/Bid binding inhibitors, primary screen, biochemical, TR-FRET, 1536-well | inhibition, % at 21.7 µM | TR-FRET Mcl-1/Bid-Dy647 peptide binding | actives 0.97% (n = 220,000);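 active means compounds that cut the binding signal by more than half at the single screening dose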;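 further: His-tagged Mcl-1 with europium anti-His antibody binding Bid BH3 peptide; 0% = Mcl-1 plus peptide wells and 100% = peptide-only wells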
* marks the source's active call; other numbers are inactive results; · = not tested or not shown.

1: CS(=O)(=O)N(CCc1ccccc1)CC(=O)NCc1ccco1
2: O=C(O)CCCSc1nccn1-c1ccccc1
3: Cc1ccc(CN2CCN(Cc3cccc(OCCO)c3)CC2CCO)o1 (stereo unspecified)
4: CC1CC1C(=O)Nc1nc(-c2ccc(Cl)s2)cs1 (stereo unspecified)
5: O=C(CSC(=S)N1CCOCC1)Nc1nc(-c2ccccc2)c(-c2ccccc2)o1
6: O=C(Nc1ccc2c(c1)OCO2)[C@@H]1[C@@H]2C(=O)N(C3CCCCC3)C(=O)[C@@H]2C2c3ccccc3C=CN21 (stereo partly specified)

Assay by compound	1	2	3	4	5	6
Mcl1 Bid PPI	-21	-6	-42	-14	-1	-17
Rab2 wt GTP	101	98	97	93	106	96
Rab7 wt modul	101	101	104	97	104	95
RGS8-Gao reg	100	99	104	103	102	84
Rac1 wt GTP bind	106	97	102	99	105	96
Pf gametocyte	·	0	·	4	5	-29
Cdc42 wt GTP	103	100	99	94	106	95
Rac1 act GTP bind	100	94	97	94	100	96
Bim-Mcl-1	0	-1	-1	2	-3	·
HRas wt GTP	100	97	101	93	106	97
Mcl1 Noxa PPI	-10	-4	21	13	6	3

7: O=C(CCn1c(=O)sc2ccccc21)NC1=NCCS1
8: O=S(=O)(NCc1cccnc1)c1ccc(Cl)c(Cl)c1
9: CC(C)COC(=O)N1CC(O)CC1C(=O)O (stereo unspecified)
10: CCCN1CC=C2C(C#N)=C(N)C(C#N)(C#N)C(c3cccc(OC)c3OC)C2C1 (stereo unspecified)
11: CCOC(=O)CN1C(=N)N(c2nc(NC(C)C)nc(NC(C)C)n2)CC1=O
12: O=C(N/N=C/c1cc2c(cc1Br)OCO2)C1COc2ccccc2O1 (stereo unspecified)

Assay by compound	7	8	9	10	11	12
Mcl1 Bid PPI	-8	-8	12	-54	1	-19
Rab2 wt GTP	95	94	101	100	100	94
Rab7 wt modul	95	93	101	101	100	92
RGS8-Gao reg	99	97	101	101	101	99
Rac1 wt GTP bind	100	95	100	107	102	95
Pf gametocyte	8	·	12	·	·	1
Cdc42 wt GTP	98	94	98	106	100	93
Rac1 act GTP bind	93	93	98	97	98	91
Bim-Mcl-1	-2	-1	0	-5	-4	4
HRas wt GTP	95	95	100	106	98	93
Mcl1 Noxa PPI	10	2	-11	-39	-3	39

13: Cc1ccccc1-n1c(O)cc(=O)[nH]c1=S
14: COCCSc1ccccc1C(=O)NCCc1ccccc1
15: Cc1ccc(C(=O)CSc2nc(C(C)C)nc3ccccc23)cc1
16: COc1ccc(NC(=O)COC(=O)CCCc2c[nH]c3ccccc23)cc1OC
17: COCCn1c(Br)nc2c1c(=O)n(C)c(=O)n2C
18: CC1=NOC(=O)/C1=C\c1ccc(-c2ccc(Br)cc2)o1

Assay by compound	13	14	15	16	17	18
Mcl1 Bid PPI	-19	-42	-13	-39	-9	40
Rab2 wt GTP	92	98	96	102	97	96
Rab7 wt modul	91	95	100	102	98	105
RGS8-Gao reg	104	97	103	101	98	74
Rac1 wt GTP bind	97	97	98	100	100	95
Pf gametocyte	18	-9	-11	·	2	·
Cdc42 wt GTP	91	97	100	101	98	94
Rac1 act GTP bind	93	94	96	101	95	89
Bim-Mcl-1	1	0	-3	-1	0	-3
HRas wt GTP	93	96	97	103	96	96
Mcl1 Noxa PPI	22	-4	5	1	17	66*

19: CCOc1ccc(-c2ccc(C=O)o2)c([N+](=O)[O-])c1
20: CCN(Cc1ccccc1)C(=O)CCc1nc(-c2ccc(C)cc2)no1
21: CC(=O)C1=C(O)C(=O)N(Cc2cccnc2)C1c1ccccc1Cl (stereo unspecified)
22: Cc1cc(C)cc(NC(=S)NC2CC3CCCC(C2)N3C2CCCC2)c1 (stereo unspecified)
23: O=C(c1ccc(-c2ccccc2)cc1)N1CCN(c2ccccn2)CC1
24: Cc1ccc(SCC(=O)NNC(=O)C2CCCCC2)cc1

Assay by compound	19	20	21	22	23	24
Mcl1 Bid PPI	-14	1	-13	-59	-28	0
Rab2 wt GTP	101	100	87	100	98	102
Rab7 wt modul	99	100	96	103	103	101
RGS8-Gao reg	96	100	103	102	101	103
Rac1 wt GTP bind	105	106	98	98	91	104
Pf gametocyte	2	-5	·	-24	-9	·
Cdc42 wt GTP	100	102	91	97	91	103
Rac1 act GTP bind	101	97	98	98	92	101
Bim-Mcl-1	-3	-1	-1	1	0	0
HRas wt GTP	102	100	91	99	94	102
Mcl1 Noxa PPI	-1	10	0	-5	16	15

25: COc1ccc(NC(C)C(=O)Nc2ccc(C#N)cc2)cc1Cl (stereo unspecified)
26: S=C(Nc1ccc2cn[nH]c2c1)Nc1ccc(Cl)cc1Cl
27: CCCCn1c(Cc2ccccc2)nnc1SCC(=O)Nc1cc(C)on1
28: OCC1(CCc2ccccc2)CCN(Cc2ccc3nsnc3c2)CC1
29: O=C1COc2ccc(C(=O)c3ccccc3C(=O)NCc3ccco3)cc2N1
30: Cc1nc(-c2coc3cc(OCC(=O)O)ccc3c2=O)cs1

Assay by compound	25	26	27	28	29	30
Mcl1 Bid PPI	89*	-30	0	-16	-9	·
Rab2 wt GTP	102	95	101	98	100	98
Rab7 wt modul	100	99	100	107	96	94
RGS8-Gao reg	101	103	102	100	105	114
Rac1 wt GTP bind	107	92	104	99	100	98
Pf gametocyte	-2	-11	·	-15	19	21
Cdc42 wt GTP	104	89	102	95	100	97
Rac1 act GTP bind	102	90	99	95	99	96
Bim-Mcl-1	0	-1	1	-2	-3	0
HRas wt GTP	99	94	101	96	100	96
Mcl1 Noxa PPI	92*	39	-1	7	9	·

31: COc1ccc(-n2ccnc2CN2CCCC(CO)(Cc3cccc(OC)c3)C2)cc1 (stereo unspecified)
32: COC(=O)C1CC(=O)N(Cc2ccccc2)C1 (stereo unspecified)
33: CC(C)CN(C(=O)COC(=O)CNC(=O)c1ccccc1F)C1CCS(=O)(=O)C1 (stereo unspecified)
34: Cc1ccc(C(=O)Nc2ccc(Cl)cn2)cc1S(=O)(=O)N1CCOCC1
35: O=C(NC1=NCCS1)c1sc2cc(Cl)cc(Cl)c2c1Cl
36: O=S(=O)(Nc1ccc2oc(-c3ccccc3)nc2c1)c1ccccc1

Assay by compound	31	32	33	34	35	36
Mcl1 Bid PPI	-9	-1	-61	9	14	·
Rab2 wt GTP	98	98	95	98	102	102
Rab7 wt modul	104	96	101	101	95	98
RGS8-Gao reg	102	96	103	91	101	98
Rac1 wt GTP bind	97	104	93	98	101	110
Pf gametocyte	11	5	16	·	17	20
Cdc42 wt GTP	94	99	93	96	99	105
Rac1 act GTP bind	93	98	93	96	101	100
Bim-Mcl-1	-5	3	1	2	-4	0
HRas wt GTP	96	102	94	97	102	101
Mcl1 Noxa PPI	3	7	-4	-2	-2	·

37: CC(=O)NCCCc1c[nH]c2ccc(Cl)cc12
38: O=S(=O)(NC1CCCC1)c1ccc(S(=O)(=O)NC2CCCC2)cc1
39: CSc1nc(C)cc(/C=C\c2ccccc2)c1C#N
40: C=C1C(C(=O)N2CCN(C)CC2)C1C(=O)N1CCN(C)CC1 (stereo unspecified)
41: COc1ccc(-c2ccc(C#N)c(OC(=O)c3c(Cl)cccc3Cl)n2)cc1
42: Nc1ccc(C(=O)OCc2nc3ccccc3s2)cc1

Assay by compound	37	38	39	40	41	42
Mcl1 Bid PPI	-80	2	-23	-18	1	0
Rab2 wt GTP	103	102	99	103	101	97
Rab7 wt modul	100	98	101	103	105	102
RGS8-Gao reg	95	99	102	104	101	103
Rac1 wt GTP bind	109	105	102	106	100	97
Pf gametocyte	·	·	6	18	·	-4
Cdc42 wt GTP	105	101	105	106	97	94
Rac1 act GTP bind	100	98	99	100	99	93
Bim-Mcl-1	1	-3	0	-4	0	0
HRas wt GTP	103	99	103	103	102	98
Mcl1 Noxa PPI	-12	-7	-12	-12	-3	-9

43: O=C(NC1(C(=O)NC2CCCC2)CCCCC1)c1ccc2c(c1)OCO2
44: CCOC(=O)C(C)Oc1cccc2c(=O)n(CC(=O)N3CCc4ccccc43)ccc12 (stereo unspecified)
45: O=C(CSc1nnc(-c2cccnc2)n1CCN1CCCCC1)Nc1cccc(Cl)c1
46: CCOc1cc(C#N)c(NC(=O)c2cccnc2)cc1OCC
47: CCOC(=O)Cc1csc(SCc2nc3ccccc3c(=O)[nH]2)n1
48: Cc1[nH]n(-c2ccccc2)c(=O)c1C1(C(F)(F)F)C(=O)N(c2ccccc2)C2=C1C(=O)CC(C)(C)C2 (stereo unspecified)

Assay by compound	43	44	45	46	47	48
Mcl1 Bid PPI	4	1	-65	-4	-28	-44
Rab2 wt GTP	100	100	104	106	103	99
Rab7 wt modul	100	96	102	98	103	99
RGS8-Gao reg	100	103	108	101	98	97
Rac1 wt GTP bind	104	98	107	103	104	102
Pf gametocyte	·	·	·	20	·	-31
Cdc42 wt GTP	103	101	107	108	105	100
Rac1 act GTP bind	101	95	104	103	100	98
Bim-Mcl-1	0	1	0	-3	-1	3
HRas wt GTP	100	98	105	106	103	100
Mcl1 Noxa PPI	8	2	-4	1	-1	0

Structures listed so far containing an NH in an aromatic ring:
13: Cc1ccccc1-n1c(O)cc(=O)[nH]c1=S
16: COc1ccc(NC(=O)COC(=O)CCCc2c[nH]c3ccccc23)cc1OC
26: S=C(Nc1ccc2cn[nH]c2c1)Nc1ccc(Cl)cc1Cl
37: CC(=O)NCCCc1c[nH]c2ccc(Cl)cc12
47: CCOC(=O)Cc1csc(SCc2nc3ccccc3c(=O)[nH]2)n1
48: Cc1[nH]n(-c2ccccc2)c(=O)c1C1(C(F)(F)F)C(=O)N(c2ccccc2)C2=C1C(=O)CC(C)(C)C2 (stereo unspecified)

Assay by compound	13	16	26	37	47	48
Mcl1 Bid PPI	-19	-39	-30	-80	-28	-44
Rab2 wt GTP	92	102	95	103	103	99
Rab7 wt modul	91	102	99	100	103	99
RGS8-Gao reg	104	101	103	95	98	97
Rac1 wt GTP bind	97	100	92	109	104	102
Pf gametocyte	18	·	-11	·	·	-31
Cdc42 wt GTP	91	101	89	105	105	100
Rac1 act GTP bind	93	101	90	100	100	98
Bim-Mcl-1	1	-1	-1	1	-1	3
HRas wt GTP	93	103	94	103	103	100
Mcl1 Noxa PPI	22	1	39	-12	-1	0

Screening results (PubChem)
